Bioassay records (PubChem BioAssay)
TRPC4 potent: TRPC4 (mouse) allosteric potentiation. HEK293 TRPC4beta/mu-opioid, DAMGO EC20, Fluo-4 Ca2+ flux; hits give high values. B-score at 10 µM. hit rate 0.42% among 310,000. AID 2227;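 active means B-score of calcium response area above 5 SD of library B-scores, with initial fluorescence ratio within 5 SD of library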;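 further: B-score of integrated fluorescence ratio over time as area under calcium response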
aSyn 5UTR inh: 5' untranslated region of α-synuclein, MLPCN primary screen; alpha-synuclein 5'UTR reporter, inhibitor activity; inhibition, % (tested at 7.5 µM); hit rate 0.82% among 300,000; in the data active means inhibition above about 60%;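 further: H4 neuroglioblastoma cells stably carrying SNCA 5'UTR luciferase fusion; 0% = DMSO wells and 100% = positive control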
MrgX1 antagonist: blocks BAM8-22 activation of human MrgX1 receptor | MRGX1-HEK293 calcium flux, Fluo-4, BAM8-22 antagonism; hits give low values | hit rate 1.3% among 310,000 | B-score at 10 µM;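 active means calcium-response B-score plate-corrected more than 3 library SD below zero, starting fluorescence within 5 deviations, no agonist response on first addition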;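 further: peak minus trough fluorescence over baseline after final BAM8-22 challenge near maximal dose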
Target sequence (Q96LB2 whole entry, looked up): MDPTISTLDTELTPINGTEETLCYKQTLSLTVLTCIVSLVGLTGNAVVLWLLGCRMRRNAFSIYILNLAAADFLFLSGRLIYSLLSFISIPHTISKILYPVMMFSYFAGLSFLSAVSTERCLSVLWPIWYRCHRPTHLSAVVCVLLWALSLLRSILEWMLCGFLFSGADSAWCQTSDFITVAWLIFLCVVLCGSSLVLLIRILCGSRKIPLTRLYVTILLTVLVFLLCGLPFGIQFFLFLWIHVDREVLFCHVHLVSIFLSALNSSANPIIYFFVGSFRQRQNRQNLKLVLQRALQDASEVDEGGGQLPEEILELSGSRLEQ
SKKanGAS inh: inhibitors of SKKanGAS S. pyogenes growth in kanamycin (SK-promoter or general growth effect); inhibition, % at 7.5 µM; hit rate 1.3% among 300,000; AID 1662; BacTiter-Glo, 6 h;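 active means mean replicate score, as percent of positive control median, at least 50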;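 further: strain carries kanamycin resistance gene driven by streptokinase promoter and grows in 40 µg/ml kanamycin; loss of luminescence reflects streptokinase promoter inhibition or plain growth inhibition; 0% = median of DMSO wells and 100% = positive control at its reference dose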
TRPC4 agonist: activators of mouse TRPC4 channel; AID 2237; HEK293 TRPC4beta/mu-opioid, Fluo4 calcium fluorescence; hits give high values; Q9QUQ5; hit rate 0.49% among 310,000; B-score at 10 µM;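 active means B-score above 5 SD of library B-scores, and initial fluorescence ratio not above library mean plus 5 SD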;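 further: positive B-score marks a calcium rise read as TRPC4 activation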
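Technique: kinetic Fluo4 calcium fluorescence; Test system: TRPC4beta and mu-opioid receptor HEK293 stable cells; Measure: B-scored integrated calcium fluorescence ratio; Benchmarks: low control buffer alone, high control maximal DAMGO; Schedule: 45 min room-temperature Fluo4 loading, 110 s read.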
IEC-6 cytotox: kills IEC-6 intestinal cells in KLF5 counter-screen; inhibition, % at 5 µM; IEC-6 cytotoxicity, luminescence viability; hit rate 0.78% among 290,000; in the data active means inhibition above about 22%;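 further: 0% = plate median of test compound wells and 100% = cytotoxic reference compound wells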
KLF5 inhibitor: suppresses KLF5 promoter-driven expression | DLD-1 KLF5 promoter-luciferase reporter, luminescence | inhibition, % at 5 µM | hit rate 0.23% among 290,000 | AID 1700;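 active means inhibition above a per-plate limit of that plate's mean compound inhibition plus 3 SD, cut at about 60% in these data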;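 further: 0% = DMSO wells and 100% = LY294002 at 200 µM; higher means less KLF5 promoter-driven luciferase light; inactives centre near -14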
HIF activator: HIF pathway transcriptional activation; U2OS HRE-luciferase reporter, luminescence; normalized: DMSO 0%, desferrioxamine 100%; AID 1910; hit rate 0.32% among 300,000; activation, % at 7.5 µM (by protocol);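 active means mean activation of at least 10% of the iron chelator positive control signal, with at least half of replicates also reaching 10%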
TRPC4 inh: inhibitors of mouse TRPC4 channel | HEK293 TRPC4beta/mu-opioid, DAMGO-evoked Fluo4 calcium flux; hits give low values | B-score at 10 µM | hit rate 0.39% among 300,000 | AID 2247;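 active means B-score over 3 SD under the library average, no early fluorescence shift, positive overall ratio signal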
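Test system – stable TRPC4beta/mu-opioid receptor HEK293 cells · Probe or stimulus – DAMGO, a submaximal dose followed by a maximal one · Dosing – one concentration per compound · Signal – Fluo4 calcium fluorescence by kinetic imaging, 5 s 1 Hz baseline · Evaluation – per-well B score of integrated baseline-normalized Fluo4 ratio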
TRPC6 activator: mouse TRPC6 channel activation; hit rate 0.13% among 310,000; HEK293-TRPC6 membrane potential dye fluorescence; hits give high values; B-score at 10 µM;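 active means B-score of the integrated fluorescence ratio above library mean plus 3 SD, and starting fluorescence ratio within library mean plus 5 SD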;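 further: higher score means more depolarization so channel activation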
TRPC6 inh: inhibitors of mouse TRPC6 channel; Q61143; HEK293-TRPC6, membrane potential dye, ACh-evoked depolarization; hits give low values; B-score at 10 µM; hit rate 1.1% among 310,000;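 active means B-score under library mean minus 3 SD, initial fluorescence not abnormally high, positive integrated signal ratio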;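 further: B-score derived from integrated fluorescence ratio over the kinetic read; more negative B-score means stronger inhibition of depolarization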
Active calls of the source: *; i = inactive; / = no result given.

SMILES | TRPC4 potent | aSyn 5UTR inh | MrgX1 antagonist | SKKanGAS inh | TRPC4 agonist | IEC-6 cytotox | KLF5 inhibitor | HIF activator | TRPC4 inh | TRPC6 activator | TRPC6 inh
CCOc1ccccc1NC(=O)CCn1ccnc1 | i | 14 | i | -3 | i | 2 | -10 | -0.1 | i | i | i
CCN(CC)S(=O)(=O)c1cc(C(=O)OCC(=O)Nc2cccc(S(=O)(=O)N(C)C)c2)ccc1F | i | 13 | i | 0 | i | 1 | -5 | -8.9 | i | i | i
O=C(Nc1ccnn1C1CCN(Cc2cccc(O)c2)CC1)C1CCCC1 | i | -1 | i | 45 | i | 0 | -26 | -0.2 | i | i | i
CCC(C)c1ccc(NC(=S)Nc2ccc(OC)cc2)cc1 (stereo unspecified) | i | -3 | i | 5 | i | 5 | -11 | / | i | i | i
COCCn1c(SCC(=O)Nc2cc(C)on2)nnc1-c1c[nH]c2ccccc12 | i | 30 | i | 4 | i | -1 | -20 | -0.1 | i | i | i
O=c1nc(N2CCOCC2)nc(N/N=C/c2ccc3c(c2)OCO3)[nH]1 | i | 11 | i | -4 | i | 2 | -14 | -0.8 | i | i | i
O=C(O)Cc1ccc(NC(=O)c2cccs2)cc1 | i | 15 | i | -4 | i | 2 | 3 | -1.3 | i | i | i
O=C(c1ccco1)N1CCN(C(=O)C2CC(=O)N(c3ccccc3)C2)CC1 (stereo unspecified) | i | -7 | i | 1 | i | -5 | -22 | -0.3 | i | i | i
COc1ccc(C2c3[nH]c4ccccc4c3CCN2Cc2cccn2-c2ncccn2)cc1C (stereo unspecified) | i | -32 | i | 6 | i | 4 | -8 | 0.2 | i | i | i
CCC(C)c1ccc(S(=O)(=O)N2CCN(C(=O)COc3ccc4c(C)cc(=O)oc4c3)CC2)cc1 (stereo unspecified) | i | 15 | i | 21 | i | 1 | -13 | -0.1 | i | i | i
O=C(O)CNC(=S)N(Cc1ccccc1)Cc1ccccc1F | i | 28 | i | -1 | i | 4 | 11 | -0.5 | i | i | i
Cn1c(N)c(S(=O)(=O)N2CCN(c3ccccc3)CC2)c(=O)n(C)c1=O | i | 0 | i | -9 | i | 7 | -12 | -0.3 | i | i | i
COc1ccccc1C1CC(c2ccc(F)cc2)Nc2ncnn21 (stereo unspecified) | i | 7 | i | 12 | i | 1 | 2 | 0.0 | i | i | i
Clc1ccccc1-c1ncc(-c2ccccc2)o1 | i | -143 | i | 4 | i | 8 | -157 | 2.3 | i | i | i
O=C(Nc1nccs1)c1cc(-c2ccccc2)nn1-c1ccccc1 | i | -32 | i | 1 | i | -9 | -12 | -0.6 | i | i | i

Profiles from above. Order of screens: TRPC4 potent, aSyn 5UTR inh, MrgX1 antagonist, SKKanGAS inh, TRPC4 agonist, IEC-6 cytotox, KLF5 inhibitor, HIF activator, TRPC4 inh, TRPC6 activator, TRPC6 inh
CCOc1ccccc1NC(=O)CCn1ccnc1 reads i, 14, i, -3, i, 2, -10, -0.1, i, i, i
O=C(O)CNC(=S)N(Cc1ccccc1)Cc1ccccc1F reads i, 28, i, -1, i, 4, 11, -0.5, i, i, i

Other results:
SMILES | TRPC4 potent | aSyn 5UTR inh | MrgX1 antagonist | SKKanGAS inh | TRPC4 agonist | IEC-6 cytotox | KLF5 inhibitor | HIF activator | TRPC4 inh | TRPC6 activator | TRPC6 inh
CCOC(=O)C1C(=O)NC(c2ccccc2)=NC1c1cccc(Br)c1 (stereo unspecified) | i | -7 | i | -6 | i | 0 | -12 | -0.1 | i | i | i
CCOC(=O)c1sc(NS(=O)(=O)c2cc(C)ccc2C)nc1C | i | 18 | i | 10 | i | -1 | -21 | -0.4 | i | i | i
COc1ccc(-c2noc(=O)n2Cc2ccccc2Cl)cc1 | i | 4 | i | -3 | i | -4 | -36 | 0.1 | i | i | i
CCn1c(=O)cc(SCC(=O)NCc2ccco2)c2ccccc21 | i | -24 | i | 2 | i | 11 | -3 | 0.1 | i | i | i
O=C(COc1ccc(Br)cc1)Nc1ccc2oc(=O)ccc2c1 | i | -32 | i | 5 | i | -4 | -67 | 0.3 | i | i | i
CCOC(=O)c1c(C)oc2ccc(OCC(=O)C(C)(C)C)cc12 | i | 8 | i | / | i | 2 | -1 | -0.1 | i | i | i
COc1ccc2c(c1OC)C(=O)N1C(C(=O)O)Cc3c([nH]c4ccccc34)C21 (stereo unspecified) | i | -66 | i | 11 | i | 8 | -3 | 0.5 | i | i | i
CSc1ccc(C2NN=C(c3ccccc3)S2)cc1 (stereo unspecified) | i | 68* | i | 3 | i | / | / | 0.1 | i | i | i
Cc1cc(Cl)ccc1Oc1ncnc2oc(-c3ccccc3)cc12 | i | -5 | i | -4 | i | 2 | -21 | 0.0 | i | i | i
Cc1cc(C)nc(N2CCC(C(=O)NCCc3ccc(Cl)cc3)CC2)n1 | i | 0 | i | -7 | i | -2 | -21 | 0.8 | i | i | i
COc1cc(CCC(=O)NNC(=O)c2cccc(Cl)c2)cc(OC)c1OC | i | 1 | i | -9 | i | 2 | -19 | 0.2 | i | i | i
CCc1ccc(N2C(=O)CC(NNc3nc4ccccc4s3)C2=O)cc1 (stereo unspecified) | i | 5 | i | 8 | i | 1 | -17 | 0.2 | i | i | i
CC(NC(=O)CS(=O)(=O)c1ccccc1)c1ccccc1 (stereo unspecified) | i | 1 | i | -3 | i | 6 | -28 | 0.2 | i | i | i
COCCNC(=S)N/N=C(\C)c1cccc(OC)c1 | i | 14 | i | -6 | i | 4 | 0 | 0.5 | i | i | i
O=C(NCc1ccc(Cl)cc1)C1CCN(c2cnccn2)CC1 | i | -5 | i | 16 | i | -3 | -11 | 0.0 | i | i | i
Cc1ccccc1NC(=O)N1CCN(C/C=C/c2ccccc2)CC1 | i | 29 | i | -3 | i | 4 | -21 | 0.0 | i | i | i
O=C(O)c1ccc(N/N=C/c2cn(Cc3ccccc3F)c3ccccc23)cc1 | i | -65 | i | 36 | i | 17 | -66 | 1.4 | i | i | i
Cc1ccc(/C=C2\SC(=S)N(CC(=O)Nc3ncc(Cc4ccccc4Cl)s3)C2=O)cc1 | i | -3 | i | 8 | i | -4 | -18 | -0.8 | i | i | i
O=C(CS(=O)(=O)Cc1ccccc1)Nc1nnc(C(F)(F)F)s1 | i | 5 | i | 0 | i | 0 | 7 | -0.5 | i | i | i
Clc1ccc2c(N/N=C/c3cccc(Br)c3)ccnc2c1 | i | -18 | i | 82* | i | 1 | -3 | -4.5 | i | i | i
Cc1cc(NC(=O)CSc2nnnn2Cc2ccccc2)no1 | i | 5 | i | -5 | i | 8 | -3 | 0.2 | i | i | i
O=C(Nc1ccccc1C(=O)O)c1cc(S(=O)(=O)N2CCCCC2)cs1 | i | -12 | i | 0 | i | 4 | -1 | 0.3 | i | i | i
CCn1ccnc1C(O)c1cccc(OC)c1OC (stereo unspecified) | i | 4 | i | -2 | i | 0 | 0 | -0.2 | i | i | i
O=C(NC1CCCCCC1)c1cc(S(=O)(=O)N2CCOCC2)ccc1N1CCCCC1 | i | -20 | i | 0 | i | -6 | -13 | -0.2 | i | i | i
C=C(C)c1sc(-c2ccc(Cl)cc2)nc1C | i | -223 | i | 3 | i | / | / | 3.3 | i | i | i
O=C(Nc1ccc(Oc2ccccc2)cc1)C1CCN(c2ncccn2)CC1 | i | -5 | i | 1 | i | 3 | -2 | -0.8 | i | i | i
COc1cccc(CN2CCN(C(=O)c3cc(-c4ccccn4)nc4ccc(Cl)cc34)CC2)c1 | i | -2 | i | 13 | i | 4 | -16 | -0.7 | i | i | i
CC1(c2ccccc2)NC(=O)N(CC(=O)NCc2ccc3c(c2)OCO3)C1=O (stereo unspecified) | i | 18 | i | -3 | i | -3 | 1 | -0.3 | i | i | i
N#C/C(C(=S)Nc1ccccc1)=C1/NN=C(N2CCOCC2)N1c1ccccc1 | i | -13 | i | -7 | i | -6 | -24 | 0.7 | i | i | i
Nc1ccccc1SCC(=O)Nc1ccc(N2CCOCC2)cc1 | i | -34 | i | -3 | i | 2 | -22 | -29 | i | i | i
CC(C)(CO)CNC(=O)c1ccc2nc(Cc3cccc(Cl)c3)oc2c1 | i | 12 | i | -11 | i | 0 | -14 | 0.0 | i | i | i
CC1(C)Cc2c(sc(NC(=O)C(=O)NCCCN3CCOCC3)c2C(N)=O)CO1 | i | -6 | i | -2 | i | 2 | -23 | -0.1 | i | i | i
CCCN(c1ccc(C(=O)OC)cc1)S(=O)(=O)c1ccccc1 | i | -20 | i | -3 | i | 4 | -21 | 0.0 | i | i | i
CNc1nc(-c2c[nH]c3ccccc23)cs1 | i | 8 | i | 7 | i | 4 | -25 | -0.6 | i | i | i
Cc1cc(C)c2c(N)c3ccccc3nc2n1 | i | i | i | -5 | i | 5 | -10 | 20* | i | i | i
CCOC(=O)N1CCC(NC(=O)C2CCCN2C(=O)OCc2ccccc2)CC1 (stereo unspecified) | i | 19 | i | 5 | i | 1 | -32 | -1.0 | i | i | i
COc1ccc(NC(=O)c2ccco2)cc1NC(=O)c1ccccc1F | i | 5 | i | -6 | i | 6 | -3 | -0.1 | i | i | i
COCCCNC(=S)N1CCN(S(=O)(=O)c2ccc(OC)cc2)CC1 | i | -18 | i | 2 | i | -4 | -15 | 0.2 | i | i | i
COc1ccc(C(=O)OCC(=O)Nc2nnc(-c3ccccc3)o2)cc1 | i | -12 | i | 59* | i | -12 | -12 | -0.1 | i | i | i
CCCCc1oc2ccccc2c1C(=O)c1cc(I)c(OCCN(CC)CC)c(I)c1 | i | 4 | i | 106* | i | -1 | 7 | -0.3 | i | i | i
O=C(COc1cccc2ccccc12)N1CCN(c2ccccn2)CC1 | i | -5 | i | 4 | i | -3 | -15 | / | i | i | i
O=C(CN1CCN(S(=O)(=O)c2ccc(Cl)cc2)CC1)Nc1ccc2c(c1)OCCO2 | i | 2 | i | 5 | i | -9 | -73 | 0.0 | i | i | i
COc1ccc(CCn2nnnc2C(C(C)C)N2CCN(c3ncccn3)CC2)cc1OC (stereo unspecified) | i | -12 | i | -1 | i | -5 | -5 | -0.9 | i | i | i
O=c1cc(CO)oc(CN2CCN(c3ccccc3F)CC2)c1O | i | -1 | i | -7 | i | -1 | -6 | -0.3 | i | i | i
COc1ccc(C)cc1Nc1nnc(C)c(=O)[nH]1 | i | 17 | i | 3 | i | 0 | -29 | -0.1 | i | i | i
CCN(CC(=O)Nc1ccc2c(c1)OCCO2)CC(=O)Nc1cc(C)on1 | i | 6 | i | 5 | i | -2 | -11 | 0.2 | i | i | i
CCC(C)n1cnc2c(c1=O)c1nc3ccccc3nc1n2Cc1ccccc1OC (stereo unspecified) | i | 37 | i | 25 | i | 0 | 17 | 0.0 | i | i | i
CCOC(=O)c1cnc2c(-c3ccccc3)cnn2c1C | i | -112 | -5* | 6 | i | 1 | -104 | 1.5 | i | i | i
